Compound activity (PubChem)
EPAC1 antagonist: antagonists of human EPAC1; 360,000 compounds, 0.14% hits; Potency, µM (titrated, usually from 115 µM), for the others: at the top dose activity change, negative = inhibition, most hits filed as inhibitors; O95398; AID 720709; EPAC1 GEF assay, Rap1b-BODIPY-GDP exchange fluorescence;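 note: potency is the fitted concentration of half-maximal effect; plate controls were vehicle for no effect and positive control for full effect; nearly all actives have a fitted effect of over 50% in size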
WRN inhibitor: blocks human WRN helicase; 360,000 compounds, 0.46% hits; Potency, µM (series often up to 114 µM), without a hit: top-dose activity change, negative = inhibition, most hits filed as inhibitors; Q14191; WRN helicase unwinding, fluorescent forked duplex, kinetic; note: potency is the fitted concentration of half-maximal effect; % is set by controls: 0 for no effect and ±100 for the full control effect; nearly all actives have a fitted effect of over 55% in size
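Screening of the MLSMR collection measured strand separation of a quenched forked DNA duplex (100 nM) by 20 nM WRN with 2 mM ATP, all final. Compounds were preincubated with enzyme 15 min at room temperature.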
PLK1 PBD inh: inhibitors of human PLK1 polo-box domain binding; P53350; AID 720504; Plk1 PBD binding of FITC phosphopeptide, fluorescence polarization; 360,000 compounds, 2.8% hits; Potency, µM, for inactives: max response, negative = inhibition, actives largely listed as inhibitors; note: potency is the fitted concentration of half-maximal effect; series mostly up to about 57 µM; % is set by controls: 0 for no effect and ±100 for the full control effect; nearly all actives have a fitted effect of over 65% in size
Target sequence (P53350 whole entry, looked up, the tested form may be a part): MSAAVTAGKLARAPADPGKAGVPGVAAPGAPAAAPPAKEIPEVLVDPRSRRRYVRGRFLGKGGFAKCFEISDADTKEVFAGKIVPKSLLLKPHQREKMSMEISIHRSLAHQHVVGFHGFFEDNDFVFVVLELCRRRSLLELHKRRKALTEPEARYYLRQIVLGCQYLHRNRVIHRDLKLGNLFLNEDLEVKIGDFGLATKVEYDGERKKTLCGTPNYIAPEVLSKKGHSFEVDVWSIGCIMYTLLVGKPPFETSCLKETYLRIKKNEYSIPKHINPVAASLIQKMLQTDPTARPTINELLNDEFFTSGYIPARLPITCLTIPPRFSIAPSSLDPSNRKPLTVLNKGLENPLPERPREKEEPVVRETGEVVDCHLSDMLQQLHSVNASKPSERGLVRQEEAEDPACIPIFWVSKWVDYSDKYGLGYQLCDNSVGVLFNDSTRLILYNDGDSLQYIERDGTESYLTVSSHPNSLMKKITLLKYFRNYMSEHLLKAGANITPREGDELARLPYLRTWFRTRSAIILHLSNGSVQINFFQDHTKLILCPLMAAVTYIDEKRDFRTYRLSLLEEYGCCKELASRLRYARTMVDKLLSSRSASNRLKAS
IL-2 act: activates IL-2 in a cell-based reporter assay; IL-2 activation reporter assay, cell-based qHTS; stimulated with anti-CD3/CD4/CD28 beads; in transgenic mouse T cells; activation, % (series mostly up to about 46 µM); 360,000 compounds, 0.065% hits; AID 652025; in the data active = activation above about 50%; inconclusive = mostly about 30% to 49%; note: 0% is about no effect
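Readout is EGFP and DsRed signal by fluorescent plate cytometry after 18 h at 37 degrees C. Transgenic mouse T cells (750/well) received compound for 60 min before bead stimulation (anti-CD3, anti-CD4, anti-CD28); memory T cells served as non-tolerant control.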
PI5P4Ka inh: blocks human PI5P4K alpha kinase activity; 330,000 compounds, 1.2% hits; PI5P4Kalpha enzyme, ADP-Glo luminescence, 60 min; stronger effect = lower value; P48426; max response, %; AID 652105; active = max response of -50% or lower; inconclusive = between -30% and -50%; inactive = -30% or higher; note: value at the top dose of about 77 µM; % is set by controls: 0 for no effect and ±100 for the full control effect
Target sequence (P48426 whole entry, looked up): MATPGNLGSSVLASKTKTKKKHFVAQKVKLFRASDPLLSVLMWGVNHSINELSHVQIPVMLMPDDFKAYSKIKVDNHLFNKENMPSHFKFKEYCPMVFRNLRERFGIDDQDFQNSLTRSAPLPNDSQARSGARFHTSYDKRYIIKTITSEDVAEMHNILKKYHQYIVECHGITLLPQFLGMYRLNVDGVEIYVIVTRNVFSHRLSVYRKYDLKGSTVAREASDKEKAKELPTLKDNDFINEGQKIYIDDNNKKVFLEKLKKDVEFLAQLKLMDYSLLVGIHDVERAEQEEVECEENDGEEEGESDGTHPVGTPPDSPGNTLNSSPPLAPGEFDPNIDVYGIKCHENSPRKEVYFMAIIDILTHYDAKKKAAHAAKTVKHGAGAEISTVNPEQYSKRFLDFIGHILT
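Human PI5P4Kalpha with substrate in 0.038 M HEPES pH 7.4, 0.28 mM EGTA, 0.1% CHAPS, 5% DMSO; reaction started with 5 microM ATP (final), 60 min at room temperature. ADP formed read by ADP-Glo luminescence.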
EPAC2 ag: agonists of human EPAC2 (RAPGEF4); AID 720711; Potency, µM (doses to about 154 µM), for the others: top-dose activation, hits mostly activators; 360,000 compounds, 0.079% hits; EPAC2 activation, biochemical qHTS; response scale: 100% = 6.5 mM cAMP response; note: potency is the fitted concentration of half-maximal effect; nearly all actives have a fitted effect of over 50% in size
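Guanine nucleotide exchange by EPAC2 is measured as reduced fluorescence of BODIPY-GDP once it is released from 250 nM Rap1B. Plates are read kinetically for 30 min at room temperature; results are scaled to 6.5 mM cAMP.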
EPAC1 agonist: agonists of human EPAC1 | O95398 | EPAC1 agonist qHTS, biochemical assay; response scale: 100% = response to 6.5 mM cAMP | 360,000 compounds, 0.073% hits | Potency, µM (doses to about 154 µM), inactives show at the highest dose activation, actives largely listed as activators; note: potency is the fitted concentration of half-maximal effect; nearly all actives have a fitted effect of over 60% in size
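Read-out is the fluorescence drop as BODIPY-GDP leaves Rap1B (480 nm excitation, 540 nm emission), recorded every 5 minutes over 30 minutes. Reactions held 100 nM EPAC1, 250 nM Rap1B–BODIPY-GDP and 50 uM GDP, with 6.5 mM cAMP setting full activation.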
CCT chaperon mod: changes cytosolic chaperonin activity; AID 651819; purified chaperonin ATPase assay, HTRF ADP detection, 30 min; activity change, % (no concentration beside the values), hits read low; 360,000 compounds, 0.3% hits; in the data active = activity change below about -30%; note: % is set by controls: 0 for no effect and ±100 for the full control effect
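Enzyme 40 or 20 nM (batch-dependent) in Tris pH 7.4/KCl/MgCl2/DTT; cpd 76 uM single point; ATP 10 uM; 30 min 37 °C; Transcreener ADP HTRF detection, 30 min RT; ratio 665/615.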
Numbers without * were called inactive; ? = inconclusive; / = not tested or not shown; [ ] = remark or other dose. Unless noted, calls come from the whole dose curve; as a rule, active = well fitted curve in the direction sought with a large enough effect; inconclusive = small, poorly fitted or top-dose-only effect, or another doubt; inactive = no such curve, though single readings can be large; an effect the other way counts as inactive or inconclusive.

Every second line gives: EPAC1 antagonist	WRN inhibitor	PLK1 PBD inh	IL-2 act	PI5P4Ka inh	EPAC2 ag	EPAC1 agonist	CCT chaperon mod
> CCn1ccnc1CN(C)C(=O)C1CCC(=O)N(Cc2cccc(C(F)(F)F)c2)C1 (configuration not stated)
 : 3%	-10%	-6%	3.2	11	-1%	3%	-0.6
> COc1cccc(-c2cc(C(=O)NCc3cccs3)no2)c1
 : 6%	-7%	-7%	-1.3	-3	?	-4%	-1.9
> CCOc1ccc(N2C(=O)C3C(c4ccc(O)cc4)NC(CCSC)(C(=O)OC)C3C2=O)cc1 (configuration not stated)
 : 22%	7%	-7%	-0.2	2	12%	12%	-2.9
> Nc1ccc(C(=O)N(CCO)CCO)cc1
 : 8%	-3%	9%	1.9	-5	5%	9%	-1.2
> Cc1csc(=O)n1CC(=O)OCC(=O)N(CC(C)C)c1c(N)n(Cc2ccccc2)c(=O)[nH]c1=O
 : -16%	-4%	-2%	3.6	5	14%	1%	-0.7
> CCn1ccc(C(=O)Oc2ccc(C(C)C)cc2)n1
 : -4%	-1%[57.1 µM]	-7%	-2.0	/	1%	9%	-1.1
> Nc1nc(SCC(=O)c2ccc(Cl)cc2)c2ncn(C3OC(CO)C(O)C3O)c2n1 (configuration not stated)
 : 4%	3%	2%	0.6	-5	-2%	-7%	-0.6
> CCCCN(C)C(=O)c1nc2ccccn2c1CN1CCC[C@H]1C(=O)OC
 : -6%	-2%	?	1.7	?	-15%	1%	-2.5
> CN(c1cccc(Cl)c1)S(=O)(=O)c1cccc(C(=O)Nc2nc3ccccc3[nH]2)c1
 : -16%	-13%	4%	-2.1	-14	6%	15%	-2.9
> Cc1ccccc1OCCCC(=O)NC1CCCCC1
 : -4%	-18%	-1%	-1.0	-1	6%	-1%	-1.2
> Clc1ccc(-c2ccccc2)nn1
 : 14%	1%	-1%	3.1	2	4%	8%	0.0
> Cn1c(CNC(=O)c2ccco2)nnc1SCC(=O)c1ccccc1
 : 3%	6%	-2%	-0.3	-5	6%	3%	0.1
> CN(C(=O)CSc1nnc2ccccn12)c1c(N)n(Cc2ccccc2)c(=O)[nH]c1=O
 : -12%	-3%	-5%	-2.6	2	6%	0%	-17
> Cc1cc(NC(=O)C(C)SCC(=O)OC(C)C(=O)Nc2ccc(F)cc2Cl)no1 (configuration not stated)
 : 8%	-1%	-1%	0.6	1	-1%	1%	0.6
> CC1C(=O)N2CCCc3cc(NC(=O)C(=O)NCCc4ccccc4)cc1c32 (configuration not stated)
 : -9%	-3%	2%	-0.3	5	-9%	-3%	3.2

(more compounds)
Every second line gives: EPAC1 antagonist	WRN inhibitor	PLK1 PBD inh	IL-2 act	PI5P4Ka inh	EPAC2 ag	EPAC1 agonist	CCT chaperon mod
> COC(=O)Cn1c(CN2CCOCC2)nc2c1c(=O)[nH]c(=O)n2C
 : 0%	4%	-13%	-1.5	-8	3%	-4%	-5.5
> CCOc1ccc(N2CC(C(=O)Nc3cccc(S(=O)(=O)N4CCCCC4)c3)CC2=O)cc1 (configuration not stated)
 : ?	-11%	-9%	-1.2	-3	3%	4%	-1.3
> Cc1cc(C(=O)CSc2nnc(-c3ccccc3)n2C)c(C)n1C
 : 12%	1%	-3%	0.1	/	-3%	-2%	0.3
> Cc1cccc(NC(=O)Nc2c(C)n(C)n(-c3ccccc3)c2=O)c1
 : -15%	3%	24µM*	-0.5	-3	12%	8%	0.5
> Cc1cc(C(=O)OC(C)C(=O)Nc2cccc(S(=O)(=O)N3CCOCC3)c2)c(C)o1 (configuration not stated)
 : -13%	-4%	-2%	0.5	1	5%	-3%	-2.2
> COc1ccc2[nH]c(=O)c(CN(C(=O)C3CCCO3)c3ccc(C)cc3)cc2c1 (configuration not stated)
 : -11%	-23%	-6%	0.1	-9	7%	16%	-0.9
> CC(C)C[C@H](NC(=O)c1[nH]cnc1C(=O)N[C@@H](C)c1ccccc1)C(=O)OCc1ccccc1
 : -25%	-4%	-2%	-0.5	30	-10%	-13%	-0.4
> O=C(COC(=O)CNC(=O)c1ccc([N+](=O)[O-])o1)Nc1ncc(C(F)(F)F)cc1Cl
 : -2%	3%	-10%	-0.7	0	7%	4%	-0.9
> O=C(CCCCCCCCC(=O)N/N=C/c1ccco1)N/N=C/c1ccco1
 : 29%	?	0%	-0.7	-14	5%	-3%	-0.1
> CC(C)OC(=O)CSc1nnc(Cc2ccccc2)n1CC1CCCO1 (configuration not stated)
 : -6%	-3%	-9%	-2.3	2	-3%	5%	0.5
> Cc1nn(CCCC(=O)Nc2cc(Oc3ccccc3)cc([N+](=O)[O-])c2)c(C)c1[N+](=O)[O-]
 : 6%	-14%[57.1 µM]	3%	-1.0	1	5%	21%	0.1
> Cc1nn(Cc2cccc(C(=O)NN)c2)c(C)c1Cl
 : 0%	-3%	4%	-2.1	1	9%	-2%	1.8
> CC1=NN(c2ccccc2)C(=O)/C1=C/c1cn(C)c2ccccc12
 : -4%	-8%	-27%	-2.0	24	28%	4%	0.7
> O=C(Nc1ccc(S(=O)(=O)NCC2CCCO2)cc1)c1ccc(F)cc1 (configuration not stated)
 : -7%	1%	4%	0.2	-3	1%	-2%	-3.6
> Cc1csc(NC(=O)CSc2nc(C)nc3c2c(=O)n(C)c(=O)n3C)n1
 : -7%	6%	-7%	-3.2	0	7%	1%	1.4

An excerpt from above in order of count of non-hydrogen atoms, smallest number first.
Every second line gives: EPAC1 antagonist	WRN inhibitor	PLK1 PBD inh	IL-2 act	PI5P4Ka inh	EPAC2 ag	EPAC1 agonist	CCT chaperon mod
> Cc1ccccc1OCCCC(=O)NC1CCCCC1
 : -4%	-18%	-1%	-1.0	-1	6%	-1%	-1.2
> COC(=O)Cn1c(CN2CCOCC2)nc2c1c(=O)[nH]c(=O)n2C
 : 0%	4%	-13%	-1.5	-8	3%	-4%	-5.5
> CCn1ccnc1CN(C)C(=O)C1CCC(=O)N(Cc2cccc(C(F)(F)F)c2)C1 (configuration not stated)
 : 3%	-10%	-6%	3.2	11	-1%	3%	-0.6

(more compounds)
Every second line gives: EPAC1 antagonist	WRN inhibitor	PLK1 PBD inh	IL-2 act	PI5P4Ka inh	EPAC2 ag	EPAC1 agonist	CCT chaperon mod
> CC(C)Oc1ccc(CCC(=O)NNC(=O)CCC(=O)O)cc1
 : -17%	-1%	-1%	3.7	1	3%	0%	-4.4
> COCCNc1ncnc2c1[nH]c1ccccc12
 : -10%	-11%	-5%	-1.1	3	7%	-2%	0.3
> Cc1cc(SCC(=O)N/N=C/c2ccc(O)cc2O)nc2ccccc12
 : -2%	-9%	-19%	-2.2	-13	10%	22%	-3.4
> Cc1ccc(S(=O)(=O)N2C[C@@H](C)[C@]3(C2)[C@H](O)[C@H](OC(=O)Nc2cccs2)C[C@H]2C(=O)N(c4ccccc4)C(=O)[C@H]23)cc1
 : -23%	-6%	-21%	-2.0	-5	2%	4%	0.8
> COc1ccc(NC(=O)C2Cc3c(-c4cccc(NC(C)=O)c4)ccnc3O2)cc1 (configuration not stated)
 : -13%	-1%	-9%	0.4	-15	11%	-3%	-2.6
> Cc1ccc(C(=O)N2CCN(S(=O)(=O)c3ccccc3)CC2)s1
 : -10%	4%	-3%	-2.0	-4	0%	-3%	0.9
> NC(=O)Cn1cc(C(=O)C(=O)N2CCOCC2)c2ccccc21
 : 16%	1%	3%	-0.4	-1	-3%	18%	-2.9
> O=C(NCC1CC1)c1cccc2c1C(=O)c1ccc(-c3ccc(OC(F)(F)F)cc3)cc1S2(=O)=O
 : -17%	-1%	-17%	-4.5	3	-4%	-5%	-1.8
> CCCC(=O)c1c(NCCO)cc(C)oc1=O
 : -25%	-5%	-17%	3.2	-7	5%	-1%	-1.9
> O=C(Nc1cccc(S(=O)(=O)Nc2ccccc2F)c1)c1ccc2ccccc2n1
 : 6%	-23%	1.9µM*	-2.3	?	9%	18%	-0.9
> COc1c(C)cc(C(=O)C2CCCN(C(=O)c3cc(C)on3)C2)cc1C (configuration not stated)
 : -4%	-5%	-7%	-3.2	3	-5%	-1%	-2.7
> CN1C(=O)S/C(=C\c2ccccc2OCc2ccc(C(=O)O)cc2)C1=O
 : -14%	-12%	-8%	0.1	5	5%	-3%	-0.5
> CC1(C)C2CC[C@]3(C)C(CC=C4[C@@H]5C[C@@](C)(CO)[C@@H](O)C[C@]56C[C@@H](OC6=O)[C@]43C)[C@@]2(C)CC[C@@H]1O (some centres not stated)
 : -18%	9%	-18%	0.8	3	11%	-5%	-5.9
> Cc1ccc(-n2c(O)c(/C=N/c3ncn[nH]3)c3ccccc3c2=O)cc1
 : -15%	?	-8%	-5.7	-8	6%	-6%	-2.1
> Cc1cccc(NC(=O)c2ccccc2NC(=O)CCC(=O)O)c1
 : -6%	6%	-16%	-0.5	19	11%	5%	-2.0

Additional entries:
Every second line gives: EPAC1 antagonist	WRN inhibitor	PLK1 PBD inh	IL-2 act	PI5P4Ka inh	EPAC2 ag	EPAC1 agonist	CCT chaperon mod
> COc1ccc(C2=NN(c3nc4ccccc4s3)C(=O)C2)cc1
 : 79µM*	-15%	?	-1.5	-58*	2%	5%	-2.0
> COc1ccccc1N1CCN(C(=O)c2ccc([N+](=O)[O-])s2)CC1
 : 9%	5%	-20%	-1.7	-12	2%	6%	-1.2
> COc1ccccc1/C=C/C(=O)NCC(=O)N/N=C(/C)c1ccco1
 : 19%	5%	-9%	-0.1	2	9%	4%	0.6
> CC(=O)Nc1ccc(-n2c(C)ccc2-c2ccccc2)cc1
 : -22%	-6%	-14%	-0.3	7	15%	5%	-1.8
> Cc1noc(C)c1NC(=O)Nc1cccc2c1O[C@H](CN(C)S(=O)(=O)c1cn(C)cn1)[C@@H](C)CN([C@H](C)CO)C2=O
 : 3%	-11%	-14%	-0.4	-5	5%	15%	-2.1
> Cc1ccc(-c2nc3c4ccccc4ccn3c2Cc2ccccc2C(F)(F)F)cc1
 : -23%	-1%	2%	1.6	-2	-5%	-3%	-0.6
> CCCc1c(C(=O)N/N=C/C2CC=CCC2)nnn1-c1nonc1N (configuration not stated)
 : -9%	-3%	-19%	-1.2	-16	9%	0%	-1.7
> Cc1ccc(S(=O)(=O)N2CCOCC2)cc1C(=O)OC1CCCCC1=O (configuration not stated)
 : -6%	-2%	-18%	-0.6	-2	1%	-4%	-0.1
> O=C(COC(=O)C1CCN(S(=O)(=O)c2cccc3cccnc23)CC1)c1ccc(F)cc1
 : -5%	-10%	-9%	-0.8	1	19%	7%	0.4

This is a subset; the hit share may differ from the screen's.
